Lipid droplet – hepatic lipid droplet formation modulation | AML12 mouse hepatocytes, oleate lipid droplets, BODIPY imaging | inhibition, % at 6.5 µM | 240,000 tested, 0.4% active | AID 1656;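 active = lipid droplet intensity inhibited by at least 50%, with more than 500 cells counted; inconclusive = wells with under 300 cells, treated as cytotoxic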
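Test system: AML12 mouse liver cells; schedule: overnight exposure; technique: high-content imaging of BODIPY-stained droplets and DAPI nuclei; read-out: % inhibition of corrected integrated BODIPY droplet signal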
HEK293 NOD2/NF-kB – NOD2 signaling inhibitors, cell-based, luminescence, uHTS, HEK293 (AID 1566) | HEK293 NOD2/NF-kB luciferase reporter, luminescence; higher % means a stronger effect | inhibition, % at 4 µM; hits with a dose series show EC50 in µM | 290,000 tested, 0.63% active; in the data active = inhibition above about 50%; also: many of its hits are not listed in these tables
MT stabilizer – microtubule stabilizers in HeLa cells | HeLa tubulin immunostaining HCS, 24 h; share of cells brighter than vehicle mean+2SD | 200,000 tested, 0.83% active | % tubulin-high responders, % at 10 µM | AID 2205;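 active = plate Z-score above 3 for both tubulin-high and condensed-nucleus cell shares, with cell loss under 80%, at 10 µM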;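 also: anti alpha tubulin signal scored within the nucleus-defined area of each cell; some results filed as inactive read as strong as hits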
Yfh1-depleted yeast – mitochondrial function rescue without frataxin homolog – Friedreich's ataxia, plus single-dose screen, dose response (AID 1465). S. cerevisiae Yfh1-off respiration, WST-1 reduction, 72 h; higher fold induction means a stronger effect. one-dose fold induction at 50 µM; EC50 in µM for titrated hits. 220,000 tested, 0.074% active;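 active = fold induction of absorbance versus untreated yeast above a set limit, then at least 30% activation at any dose in follow-up; inconclusive = repeats straddling the limit, or above it without dose testing; inactive = fold induction below the set limit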;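 also: activators that raise dye reduction in frataxin-depleted yeast; strong numbers were not always called active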
Ins promoter up – MIN6 insulin promoter up-regulation; MIN6 insulin promoter-GFP reporter, high-content imaging; hits give high values; z-score at 5 µM; 190,000 tested, 0.3% active; AID 1625;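 active = z-score above 3 at 5 µM with at least 500 cells counted in the well; inconclusive = wells under 500 cells, flagged as cytotoxic or low count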
Autophagy mod – alters autophagy in cells; MEF GFP-LC3 puncta imaging; test concentration mostly 10 µM; calls only at 10 µM (by protocol); 190,000 tested, 0.98% active;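 active = percentage of spot-positive cells more than 3 SD above its plate mean, without a fluorescence outlier flag or 80% toxicity; inconclusive = no clear call, values can overlap the other calls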;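 also: spot-positive cell cutoff set from DMSO-treated cells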
Dynein transport – dynein cargo transport inhibition; 3617.4 mouse cells, GR-EGFP nuclear translocation imaging; test concentration mostly 20 µM; stimulated with dexamethasone, 1 µM; hits give low values; z-score, hits read low; 220,000 tested, 0.47% active;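 active = plate z-score of nuclear minus cytoplasmic receptor signal below a set negative limit, without overly bright fluorescence or cell loss, cut at about -3.5 in these data, passing the limit was not always enough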;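 also: z-score of nuclear minus cytoplasmic ring GR-EGFP intensity difference per well; some compounds called inactive have numbers as strong as hits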
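Buffer or medium: tet-free, stripped-serum medium; Also added: dexamethasone, 1.0 µM final; Technique: high-content fluorescence imaging after fixation; Times: 48 h induction, 1 h compound, 30 min dex at 37 °C; Read-out: per-cell GR-EGFP intensity, nucleus versus surrounding cytoplasmic ring, well-averaged.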
b-catenin transl – modulators of beta-catenin nuclear translocation; HeLa beta-catenin nuclear translocation, immunofluorescence imaging; nuclear translocation activity, % at 5 µM; 190,000 tested, 0.3% active; AID 1665;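 active = nuclear translocation activity above 50% at 5 µM, with a well cell count of 50 or more; inconclusive = wells under 50 cells across six images, flagged as toxic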;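 also: per-cell ratio of nuclear to cytoplasmic median beta-catenin stain intensity; plate controls were DMSO negative control for no effect and GSK-3 inhibitor IX positive control for full effect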
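assay system = human HeLa cells, endogenous beta-catenin | times = compound treatment 24 h, 37°C, 5% CO2 | detection = Anti-beta-catenin immunofluorescence on PFA-fixed, Triton-permeabilized cells, DAPI nuclei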
WT yeast gro inh – growth inhibition of WT yeast, mitochondrial fusion screen. AID 1362. inhibition, % at 10 µM. 190,000 tested, 2.1% active. mitochondrial fusion phenotypic screen, WT strain; in the data active = inhibition above about 58%; tested in S. cerevisiae
WT yeast gro inh mutant strain – recorded beside WT yeast gro inh, whose call it bears; inhibition, %; mitochondrial fusion phenotypic screen, mutant strain inhibition
Dynein transport cytoplasmic EGFP – also measured in Dynein transport; calls as there; z-score; measured here: cytoplasmic GR-EGFP intensity; hits give high values
Dynein transport nuclear GR-EGFP – recorded beside Dynein transport, whose call it bears; z-score; measured here: nuclear GR-EGFP intensity;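 lower value marks the stronger effect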
Dynein transport cell count – recorded beside Dynein transport, whose call it bears; z-score; measured here: cell count per field
Ins promoter up cell count – also measured in Ins promoter up; calls as there; cell count; measured here: cytotoxicity, nuclei count;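 total cells summed across four imaged fields per well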
Lipid droplet cells 6.5 µM – second read-out of Lipid droplet, no call of its own (marks repeat the call); cell count; measured here: cell count, cytotoxicity flag;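 cells counted across two imaged fields per well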
b-catenin transl cell count 5 µM – further read-out of b-catenin transl, marked with its call; cell count; measured here: cell count, cytotoxicity flag
MT stabilizer Hoechst-high % – also measured in MT stabilizer; calls as there; % Hoechst-high responders; measured here: nuclear condensation Hoechst responders;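 share of cells brighter than vehicle mean plus two SD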
MT stabilizer cytotoxicity % – also measured in MT stabilizer; calls as there; toxicity, %; measured here: cytotoxicity by cell density;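 0% = mean cell density of plate MIN control wells and 100% = no cells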
Autophagy mod cell loss 18 h – further read-out of Autophagy mod, marked with its call; toxicity, %; measured here: cell loss, nuclei count;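 cell loss after 18 h compound exposure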
The depositor's hits bear a star; i = inactive; ? = inconclusive; nt = not tested or not shown; + = active, no number. Not all compounds are listed; the hit share may differ from the screen's.

Order of values – MT stabilizer	Ins promoter up cell count	Lipid droplet	Dynein transport cell count	HEK293 NOD2/NF-kB	Dynein transport cytoplasmic EGFP	Autophagy mod cell loss 18 h	Lipid droplet cells 6.5 µM	Yfh1-depleted yeast	Ins promoter up	Dynein transport	Autophagy mod	b-catenin transl cell count 5 µM	Dynein transport nuclear GR-EGFP	MT stabilizer Hoechst-high %	b-catenin transl	MT stabilizer cytotoxicity %	WT yeast gro inh	WT yeast gro inh mutant strain
- COc1ccc(-c2c(C#N)c(N)nc3sc(C(=O)c4ccc(C)cc4)c(N)c23)cc1
→ 3.1	1300	6.5	0.305	18.4%	5.19	-12.5*	650	i	0.19	-1.18	+	525	0.716	7.0	1.2	2.6	4.0	-3.8
- COC(=O)c1c(C)[nH]c(C(=O)CSc2ncnc3sc(-c4ccccc4)cc23)c1C
→ 7.8	1281	1.7	0.422	23.6%	0.0124	24.2	675	i	-0.07	-0.116	i	996	0.0592	2.1	-1.4	13.8	7.6	5.1
- CC(=O)/C(=N\Nc1cccc(Cl)c1)Sc1cccc2cccnc12
→ 2.6	1224	1.3	1.34	5.4%	0.257	8.7	585	i	-0.14	-0.823	i	1106	-0.624	2.0	-1.1	2.7	17.5	13.5
- CC(C)CC(NC(=O)C1CCC(C)CC1)C(=O)NCc1cccnc1 (stereo not drawn)
→ 2.2	nt	-41.0	-0.191	12.4%	-0.152	-13.9	771	i	?	0.204	i	nt	0.298	0.7	nt	5.5	-14.4	-2.6
- CNC(=O)CSc1nnc(-c2ccco2)n1-c1ccc(C)cc1
→ 4.5	1176	11.0	0.286	6.7%	-0.256	-5.1	741	i	0.28	-0.68	i	1194	-0.339	2.8	-0.3	3.5	-4.1	4.7
- COc1ccc(-c2cc(C)nc(SCC(=O)c3cccc([N+](=O)[O-])c3)n2)cc1
→ 3.5	1468	nt	0.802	21.8%	-0.243	-29.7	nt	i	-0.99	0.613	i	1385	0.631	1.5	-1.4	7.4	-11.9	-1.4
- Cc1ccc(NC(=O)Nc2cccn(Cc3c(F)cccc3Cl)c2=O)cc1
→ 2.7	1493	-0.1	-0.881	-27.8%	-0.0774	7.5	659	i	-0.05	0.855	i	1500	0.482	1.5	0.3	3.6	-2.4	0.1
- Cc1sc2nc(SCC(=O)N(CCO)CCO)nc(N)c2c1C
→ 1.7	1516	0.0	-0.0123	12.0%	-0.27	19.4	741	i	-1.16	0.0748	i	1004	0.202	1.0	0.0	3.8	5.1	1.7
- CCOc1cc(/C=N/n2cnnc2)ccc1OCC(=O)Nc1ccccc1OC
→ 3.0	936	-0.1	-0.69	16.5%	-0.0395	4.7	691	i	-0.81	-0.549	i	1173	0.0695	1.7	-3.8	7.4	5.0	-0.6
- COc1ccccc1NS(=O)(=O)c1cccs1
→ 3.3	nt	13.0	0.455	-0.7%	-0.246	0.7	734	i	nt	-0.137	i	1212	0.0816	2.2	-13.6	5.3	-8.4	-58.8
- CCOC(=O)c1nc(N)c(=O)n(-c2ccc(C)cc2)n1
→ 1.7	nt	16.9	0.102	10.7%	-0.161	7.9	815	i	nt	0.136	i	nt	0.412	2.6	nt	4.0	-5.4	-0.6
- Cc1ccc(Cn2ccc(NC(=O)c3noc4c3CCCCC4)n2)cc1
→ 1.3	1105	-12.5	0.244	-31.5%	-0.239	-15.0	744	i	-0.22	0.36	i	1168	0.297	2.9	0.3	8.7	8.6	-12.3
- CC(C(=O)NCc1ccccc1)N1C(=O)C2CC=C(Cl)CC2C1=O (stereo not drawn)
→ 2.7	1229	1.0	0.557	12.1%	0.416	-2.2	719	i	0.66	-0.687	i	1014	-0.858	1.4	0.2	2.3	2.0	-2.2
- O=C(COc1ccccc1C(=O)NCc1ccccn1)Nc1ccc(Br)cc1
→ 2.2	1329	-6.0	-0.0709	10.1%	-0.125	7.9	693	i	-0.49	-0.136	i	1063	0.021	1.9	-3.2	1.0	11.5	-1.4
- O=C(O)C1CCN(c2ccc(Cl)nn2)CC1
→ 3.7	1238	2.7	0.231	9.6%	0.351	-3.7	699	nt	0.1	-0.583	i	1160	-0.179	2.5	-0.4	0.6	-6.4	13.1
- O=C(CSc1nccc(-c2cccs2)n1)Nc1cccc(Cl)c1Cl
→ nt	1579	-13.4	-0.0505	15.0%	-0.281	nt	700	i	-0.36	0.844	nt	1064	0.243	nt	-2.2	nt	nt	nt
- CCN(CCNC(=O)Cn1cc2c(n1)CCCC2)c1ccccc1
→ 2.7	2060	-10.3	1.28	-17.7%	-0.207	4.6	593	i	-0.1	-0.314	i	1155	-0.0631	2.8	-1.9	12.0	7.1	-3.4
- CCN(CC)S(=O)(=O)c1cc(NS(=O)(=O)c2c(Cl)cccc2Cl)ccc1C
→ 2.1	1298	-25.0	-2.01	26.4%	-0.159	5.4	599	i	0.36	3.03	i	507	1.27	1.2	0.0	0.4	-1.8	-14.2
- Cc1nc(C(=O)N(C)C)nn1-c1ccc(Cl)cc1Cl
→ 3.4	1427	nt	0.239	7.7%	0.0454	30.5	nt	i	0.45	-0.335	i	829	-0.379	1.7	0.4	7.1	-13.9	-2.8
- O=C(Nc1ccccc1C(=O)O)c1ccc(NC(=O)c2ccc(Br)o2)cc1
→ 4.3	845	1.8	-1.17	27.7%	-0.226	-5.7	810	i	0.77	2.68	i	nt	1.72	2.0	nt	3.2	12.3	15.9
- O=C(O)c1ccccc1C(=O)Nc1ccc(-n2nccc2C(F)(F)F)cc1
→ nt	1404	-2.0	-0.0774	2.3%	-0.258	nt	709	i	0.16	0.148	nt	1061	0.0439	nt	-1.0	nt	nt	nt
- O=C(/C=C/c1ccc(Cl)cc1Cl)N1CCN(c2ccccc2[N+](=O)[O-])CC1
→ 2.2	1295	6.9	-1.04	nt	0.617	14.9	615	i	-0.08	1.14	i	464	0.472	3.4	2.5	8.6	24.4	2.5
- C/C(=N\N=C1\NC(=O)C(Cc2ccccc2)S1)c1ccccc1 (stereo not drawn)
→ 3.7	1039	8.8	0.523	24.6%	-0.216	8.5	685	i	0.26	-1.27	i	1047	-0.647	2.2	1.5	8.0	39.4	37.4
- c1ccc(CSc2nnc3c4ccccc4c4ccccc4c3n2)cc1
→ nt	921	-3.2	0.246	8.8%	-0.23	nt	662	?	-0.36	-1.02	nt	1333	-0.118	nt	-0.1	nt	nt	nt
- CC(C)CCNC(=O)[C@H](CSCc1ccccc1)N1Cc2ccccc2C1=O
→ 3.6	1068	-38.8	-0.4	14.9%	-0.198	20.7	776	i	-0.8	0.753	i	455	1.25	1.7	2.7	10.5	35.0	-11.8
- CCCCCCCNC(=O)c1ccc(N2CCC3(CC2)OCCO3)c([N+](=O)[O-])c1
→ 1.3	1454	6.9	-0.442	26.0%	-0.23	9.5	541	i	-0.03	0.218	i	1064	0.392	2.1	-3.0	5.4	37.9	-7.8
- CCN(CC)S(=O)(=O)c1cccc(C(=O)N[C@H](C(=O)Nc2nc3ccc(F)cc3s2)C(C)C)c1
→ 4.0	1337	-13.0	0.701	-17.7%	-0.254	6.7	563	i	-0.24	0.168	i	1055	0.124	2.8	-3.1	3.7	1.2	4.2
- Fc1ccc2[nH]c3c(Cl)ncnc3c2c1
→ 2.1	1573	3.2	0.965	1.1%	-0.164	9.1	722	i	-1.19	-1.01	i	981	-0.288	1.3	-3.5	8.0	12.5	0.8
- CCN(CCS(=O)(=O)c1ccc(Cl)cc1)C(=O)Nc1ccc(Cl)cc1
→ nt	1062	-20.7	0.335	-59.0%	0.807	nt	719	i	0.39	-0.101	nt	1313	0.2	nt	-0.4	nt	nt	nt

3 structures already listed, arranged by formula weight, lowest first:
Order of values – MT stabilizer	Ins promoter up cell count	Lipid droplet	Dynein transport cell count	HEK293 NOD2/NF-kB	Dynein transport cytoplasmic EGFP	Autophagy mod cell loss 18 h	Lipid droplet cells 6.5 µM	Yfh1-depleted yeast	Ins promoter up	Dynein transport	Autophagy mod	b-catenin transl cell count 5 µM	Dynein transport nuclear GR-EGFP	MT stabilizer Hoechst-high %	b-catenin transl	MT stabilizer cytotoxicity %	WT yeast gro inh	WT yeast gro inh mutant strain
- CC(C)CC(NC(=O)C1CCC(C)CC1)C(=O)NCc1cccnc1 (stereo not drawn)
→ 2.2	nt	-41.0	-0.191	12.4%	-0.152	-13.9	771	i	?	0.204	i	nt	0.298	0.7	nt	5.5	-14.4	-2.6
- c1ccc(CSc2nnc3c4ccccc4c4ccccc4c3n2)cc1
→ nt	921	-3.2	0.246	8.8%	-0.23	nt	662	?	-0.36	-1.02	nt	1333	-0.118	nt	-0.1	nt	nt	nt
- CCN(CC)S(=O)(=O)c1cc(NS(=O)(=O)c2c(Cl)cccc2Cl)ccc1C
→ 2.1	1298	-25.0	-2.01	26.4%	-0.159	5.4	599	i	0.36	3.03	i	507	1.27	1.2	0.0	0.4	-1.8	-14.2

Screens from PubChem BioAssay.
